Kir21 inh: blocks the mouse Kir2.1 inward-rectifier potassium channel | 0.85% of 310,000 active | HEK293-Kir2.1, FluxOR thallium flux fluorescence; stronger effect = lower value | P35561 | B-score at 10 µM | AID 1672;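 active means fluorescence ratio B-score at or below minus 3 SD of library scores, with starting-brightness B-score within 2 SD, cut at about -4.2 in these data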;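 further: channel flux triggered by added potassium and thallium sulfate stimulus; B-score of peak minus minimum fluorescence over baseline after thallium stimulus; more negative B-score means stronger Kir2.1 block with less thallium influx; some compounds called inactive have numbers as strong as hits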
Target sequence (P35561 whole entry, looked up): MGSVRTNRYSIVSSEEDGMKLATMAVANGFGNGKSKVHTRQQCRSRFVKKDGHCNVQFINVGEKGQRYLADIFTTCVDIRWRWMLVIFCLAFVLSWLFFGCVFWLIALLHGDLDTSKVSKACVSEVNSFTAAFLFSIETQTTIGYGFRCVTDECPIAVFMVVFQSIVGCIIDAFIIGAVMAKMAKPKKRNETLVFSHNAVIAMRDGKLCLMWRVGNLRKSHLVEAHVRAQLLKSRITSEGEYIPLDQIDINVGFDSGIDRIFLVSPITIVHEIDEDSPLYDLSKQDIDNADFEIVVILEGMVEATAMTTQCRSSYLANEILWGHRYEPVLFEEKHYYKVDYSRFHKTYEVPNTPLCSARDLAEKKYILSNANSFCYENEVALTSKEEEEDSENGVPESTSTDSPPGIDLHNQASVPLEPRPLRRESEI
KCNQ2 inh: KCNQ2 potassium channel inhibitors, primary screen, cell-based, CHO-K1, FluxOR thallium flux, B-score (AID 2156) | 20 min; stronger effect = lower value | O88943 | 1.1% of 310,000 active | B-score at 10 µM;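 active means fluorescence ratio B-score at most minus 3 library SDs, with starting brightness B-score within 2 library SDs, cut at about -5.5 in these data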
CHT block: inhibitors of human choline transporter CHT | AID 488975 | B-score at 10 µM | 0.86% of 310,000 active | CHT-expressing cells, membrane potential dye, choline response; stronger effect = lower value;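 active means B-score over 3 SD under the library average, and starting fluorescence ratio not unusually high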;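 further: choline stimulus applied at its EC90 after an EC20 pre-addition; B-score computed on integrated fluorescence ratio after choline addition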
Target sequence (Q9GZV3 whole entry, looked up): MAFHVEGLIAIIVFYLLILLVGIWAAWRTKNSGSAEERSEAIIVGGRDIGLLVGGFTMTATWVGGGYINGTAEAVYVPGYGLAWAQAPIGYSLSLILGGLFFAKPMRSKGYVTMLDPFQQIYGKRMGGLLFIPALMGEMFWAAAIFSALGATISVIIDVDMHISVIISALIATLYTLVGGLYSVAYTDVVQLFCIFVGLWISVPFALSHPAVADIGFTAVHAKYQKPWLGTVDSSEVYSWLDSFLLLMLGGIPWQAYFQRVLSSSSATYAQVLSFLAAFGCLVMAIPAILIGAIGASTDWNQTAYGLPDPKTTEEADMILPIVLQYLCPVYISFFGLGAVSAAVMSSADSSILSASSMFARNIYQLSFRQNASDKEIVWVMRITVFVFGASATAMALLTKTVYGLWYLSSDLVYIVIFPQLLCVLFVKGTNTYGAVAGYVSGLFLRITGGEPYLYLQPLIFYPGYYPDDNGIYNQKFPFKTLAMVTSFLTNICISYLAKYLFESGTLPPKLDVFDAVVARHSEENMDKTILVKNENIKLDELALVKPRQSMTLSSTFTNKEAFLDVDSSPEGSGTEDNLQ
* hit, by the source's call; i = inactive; . = no result given.

molecule	Kir21 inh	KCNQ2 inh	CHT block
COc1cccc(-c2cc(C(=O)Nc3ccc([N+](=O)[O-])cn3)c3ccccc3n2)c1	-0.16	i	i
Cc1ccc2cccc(OCC(=O)c3cc(C)n(Cc4ccco4)c3C)c2n1	-0.29	i	i
CN(C)c1ccc(C(=S)N2CCN(S(=O)(=O)c3ccccc3)CC2)cc1	-1.2	i	i
COc1ccc(-c2nc(CN3CCN(c4ncccn4)CC3)c(C)o2)cc1C	0.1	i	i
C/C(=N/O)c1no[n+]([O-])c1/C(C)=N\O	1.7	i	i
COc1cccc(N2CCN(C(=O)CN(c3cc(C)cc(C)c3)S(=O)(=O)c3c(C)noc3C)CC2)c1	1.5	i	i
O=C(Nc1ccc(S(=O)(=O)Nc2ncccn2)cc1)c1nn(Cc2ccccc2)c(=O)c2ccccc12	0.21	i	i
CC(CCc1ccccc1)NC(=O)CN1CCN(Cc2ccc(Cl)cc2)C1=O (configuration not stated)	0.03	i	i
COc1ccc(S(=O)(=O)Nc2ccccc2C(=O)Nc2nc(-c3ccc(F)cc3)cs2)cc1OC	-0.82	i	i
COc1ccc(C/C(N)=N/n2cnnc2)cc1Cl	2.1	i	i

The results go on:
molecule	Kir21 inh	KCNQ2 inh	CHT block
O=C(CCNC(=O)c1ccco1)Nc1ccc(N2CCOCC2)cc1	0.04	i	i
O=C(CSc1nc2c(c(=O)[nH]1)CCC2)Nc1ccc(F)cc1	1.4	i	i
CCCCN(C(=O)c1ccc(OC(F)(F)F)cc1)c1c(N)n(CCC)c(=O)[nH]c1=O	1.1	i	i
CCN1CCN(C(=O)C2CCCN(c3ncnc4c3nc3n4CCCCC3)C2)CC1 (configuration not stated)	1.5	i	i
O=C(COc1ccc(F)cc1)N(Cc1ccc(Cl)cc1)C1CCS(=O)(=O)C1 (configuration not stated)	-1.4	i	i
O=C(COc1ccccc1[N+](=O)[O-])N1CCC(Cc2ccccc2)CC1	-0.17	i	i
COc1nccnc1NS(=O)(=O)c1ccc(NC(=S)NC(=O)c2cccnc2)cc1	0.37	i	i
COc1ccc(-c2csc(NC(=O)CN3C(=O)C4CCCCC4C3=O)n2)cc1OC (configuration not stated)	-0.04	i	i
O=C(COc1ccc(Br)cc1Cl)N1CCN(c2ccccn2)CC1	1.7	i	i
CCCSc1cc(Cl)nc(N)n1	0.39	i	i

Next part:
molecule	Kir21 inh	KCNQ2 inh	CHT block
COc1ccc(C(=O)NNC2CC(=O)N(Cc3ccccc3)C2=O)cc1OC (configuration not stated)	2.4	i	i
CN(C)S(=O)(=O)c1ccc(C(=O)Nc2ccc3ncccc3c2)cc1	-0.68	i	i
CC1(C)CC(CCC(=O)Nc2ccc(S(N)(=O)=O)cc2)C(=O)O1 (configuration not stated)	-2.1	i	i
CC(=O)N1CCC(=NNc2ncc(C(F)(F)F)cc2Cl)CC1	0.21	i	i
COc1ccc(CCNC(=O)Cn2c(=O)n(CC3CCCO3)c(=O)c3ccccc32)cc1OC (configuration not stated)	1.9	i	i
Cn1c(CNC2CCCCC2)nc2ccccc21	-0.3	i	i
CC(C)NC(=O)N(Cc1ccc(Cl)cc1)Cc1cccs1	-2.5	i	i
O=C(NCc1ccc(Cl)cc1)c1cnn2ccccc12	1.8	i	i
COc1ccc(CNC(=O)c2cccnc2)cc1	2.8	i	i
CCOC(=O)N1CCC(NC(=O)c2ccc(CS(=O)c3cccc(Cl)c3)o2)CC1 (configuration not stated)	0.78	i	i

New compounds follow
molecule	Kir21 inh	KCNQ2 inh	CHT block
O=C(NCc1ccon1)C1CCC(=O)N(Cc2cccc(C(F)(F)F)c2)C1 (configuration not stated)	2.4	i	i
COc1cccc(NC(=S)N2CCC(NC(=O)c3ccco3)CC2)c1	-0.06	i	i
CC(C)(C)NCc1cc(Cl)ccc1OCc1ccccc1F	-2.2	i	i
CCOc1ccc(S(=O)(=O)N2CCC(C(=O)N3CCCCCC3)CC2)cc1C	0.06	i	i
COc1ccc(NC(=O)C(=O)Nc2cccc3cccnc23)cc1OC	0.31	i	i
O=C(CN1C(=O)C2CCCCC2C1=O)Nc1ccc(S(=O)(=O)Nc2ncccn2)cc1 (configuration not stated)	0.88	i	i
C/C(=N\NS(=O)(=O)c1ccc(C(C)(C)C)cc1)c1ccccc1	1.1	i	i
COc1ccc(S(=O)(=O)Nc2cc3c4c(c2)CCN4C(=O)CC3)cc1	-1.1	i	i
CC(C)C[C@H](NC(=O)OC(C)(C)C)c1nnc(SCc2ccccc2)o1	0.69	-6.9*	i
O=C(CN(CC1CCCO1)C(=O)CNS(=O)(=O)c1ccc(Cl)cc1)NCc1ccc(F)cc1 (configuration not stated)	1.4	i	i

(next part)
molecule	Kir21 inh	KCNQ2 inh	CHT block
COc1ccccc1-c1cnnc(N/N=C/c2ccc(-c3cccc(Br)c3)o2)n1	-3.1	i	i
CC1CCN(C(=O)CSc2nc(C(C)C)nc3c2c(=O)n(C)c(=O)n3C)CC1	-0.42	i	i
COC(=O)c1cccc(C(=O)Nc2ccc(C)cc2)n1	-1	i	i
CC(C)(C)c1ccc(-c2nnc(N)s2)cc1	0.52	i	-6*
CCOC(=O)C1=C(CN2CCc3ccccc32)NC(=O)NC1c1cccc([N+](=O)[O-])c1 (configuration not stated)	-0.31	i	i
O=C1CN(C(=O)/C=C/c2ccc(Cl)cc2Cl)CCN1	1.5	i	i
CCC(=O)Nc1cc2c(cc1C(=O)c1ccccc1)OCCO2	0.89	i	i
COc1ccc(N(CC(=O)N2CCCCCC2)S(=O)(=O)c2ccccc2)cc1	-0.65	i	i
CC(=O)Nc1ccc(NC(=O)COc2ccc(Br)cc2C)cc1	1.2	i	i
CSc1ccc(CN2CCN(C(=O)c3ccncc3)CC2)cc1	-0.61	i	i

Other results
molecule	Kir21 inh	KCNQ2 inh	CHT block
COc1ccccc1NC(=O)Nc1nnc(-c2ccco2)s1	-0.11	i	i
Cc1ccccc1NC(=O)N1CCCC(c2nc(-c3ccc(F)cc3)no2)C1 (configuration not stated)	0	i	i
COc1ccc(NS(=O)(=O)c2csc(C(=O)Nc3ccccc3)c2)cc1	2.1	i	i
O=C(O)c1ccc(S(=O)(=O)N2CCC(c3nc(-c4ccccc4Cl)no3)CC2)cc1	-0.62	i	i
O=c1ccc2cc(S(=O)(=O)N3CCOCC3)ccc2o1	0.26	i	i
CC(C)(C)c1ccc(C(=O)NCCN2CCCC2)cc1	-0.01	i	i
O=C(NCCc1nc2ccccc2[nH]1)/C(=C/c1ccc2c(c1)OCO2)NC(=O)c1ccccc1Cl	1.9	i	i
O=C1CCC(C(=O)N2CCOCC2)CN1Cc1cccc(C(F)(F)F)c1 (configuration not stated)	-0.15	i	i
O=C(O)Cc1ccc(NC(=O)C2CCCCC2C(=O)O)cc1 (configuration not stated)	1.4	i	i
Cc1cccc(N/C=C/C(=O)c2cccs2)c1C	1.6	i	i

(list continues)
molecule	Kir21 inh	KCNQ2 inh	CHT block
Cc1cccc(-c2cc(C(=O)Nc3sc(C)c(C)c3C(N)=O)c3ccccc3n2)c1	-1.4	i	i
O=C(O)c1ccc(N=Nc2c(O)[nH]c3ccccc23)cc1	0	i	i
CCn1c(C)c(P(=O)(N2CCOCC2)N2CCOCC2)c2ccccc21	1.2	i	i
O=c1[nH]c(/C=C/c2cccc([N+](=O)[O-])c2)c([N+](=O)[O-])c(=O)[nH]1	-0.7	i	i
COc1ccc(/C=N/NC(=O)c2ccc(NC(=O)c3ccccc3Br)cc2)cc1	-0.39	i	i
Cc1nnc(SCC(=O)N2CCCC2)n1-c1ccc(F)cc1	-0.74	i	i
Cc1ccccc1Nc1c(-c2cccnc2)nc2ccccn12	1	i	i
CC1CC(C)CN(C(=O)C2CCN(S(=O)(=O)c3cccc4cccnc34)CC2)C1 (configuration not stated)	-0.27	i	i
Cc1ccc(NC(=O)CSc2nnc(C(F)(F)F)n2C)cc1[N+](=O)[O-]	-0.12	i	i
CCc1ccc(-c2nc(SCC(=O)NC3CCCC3)n[nH]2)cc1	1.2	i	i

New compounds follow.
molecule	Kir21 inh	KCNQ2 inh	CHT block
Cc1sc2ncnc(N3CCCCC3)c2c1C	-0.71	i	i
CCCOc1ccc(C(=O)C(c2ccccc2)N2CCOCC2)cc1 (configuration not stated)	-0.03	i	i
FC(F)(F)c1cccc(CN2CCSCC2)c1	-1.1	i	i
COc1ccc(S(=O)(=O)N2CCC(C(=O)N[C@H](C(=O)NC3CCCC3)C(C)C)CC2)cc1	-0.5	i	i
CC(CCc1ccccc1)NC(=O)C(=O)Nc1ccccc1 (configuration not stated)	1.4	i	i
CCOC(=O)N1CCC(NC(=O)c2ccc3c(c2)sc2nc(-c4cccc(OC)c4)cn23)CC1	0.12	i	.
CCOc1ccc(NC(=O)CN(C)C(=O)c2cn(-c3ccccc3)nc2-c2cccs2)cc1OCC	-1.8	i	i
CCCC1C2C(=O)N(c3ccccc3OC)C(=O)C2ON1c1ccccc1 (configuration not stated)	-0.3	i	i
Cc1[nH]nc2c1C(c1ccc(-c3ccccc3C#N)o1)C(C#N)=C(N)O2 (configuration not stated)	-0.15	i	i
O=C(N/N=C\c1ccc(-c2cccc(Cl)c2)o1)C(=O)NC1CCCC1	1.9	i	i

Reprinted from the entries so far for reference:
molecule	Kir21 inh	KCNQ2 inh	CHT block
COc1ccc(S(=O)(=O)N2CCC(C(=O)N[C@H](C(=O)NC3CCCC3)C(C)C)CC2)cc1	-0.5	i	i
CC(CCc1ccccc1)NC(=O)C(=O)Nc1ccccc1 (configuration not stated)	1.4	i	i
CCOC(=O)N1CCC(NC(=O)c2ccc3c(c2)sc2nc(-c4cccc(OC)c4)cn23)CC1	0.12	i	.
CCOc1ccc(NC(=O)CN(C)C(=O)c2cn(-c3ccccc3)nc2-c2cccs2)cc1OCC	-1.8	i	i

(next part)
molecule	Kir21 inh	KCNQ2 inh	CHT block
NC(=O)COC(=O)c1ccc(Cl)c(S(=O)(=O)N2CCN(c3ccc(F)cc3)CC2)c1	2.2	i	-7.1*
CCOc1ccc2nc(N(Cc3ccccc3)C(=O)CCNC(C)=O)sc2c1	0.03	i	i
CCOCCn1c(CN2CCN(c3cccc(Cl)c3)CC2)nc2c1c(=O)n(C)c(=O)n2C	-0.97	i	i
COc1ccc2cc3cc(C(=O)NCCC(C)C)oc3nc2c1	-0.04	i	i
CC1CC(c2ccccc2)n2nc(N3C(=O)c4ccccc4C3=O)nc2N1 (configuration not stated)	-2.6	i	i
O=C(NCC1CCCO1)c1nc(Cn2ccc([N+](=O)[O-])n2)no1 (configuration not stated)	-0.8	i	i
COC(=O)C(C)Sc1nc2c(c(=O)n(C)c(=O)n2C)n1Cc1cccc(C)c1 (configuration not stated)	0.81	i	.
CC(=O)NCCC1CCN(C(=O)c2cc(COc3ccc(C)nc3)on2)CC1	0	i	i
CC1CCN(S(=O)(=O)c2ccc(NC(=O)CN3CCCCCC3)cc2)CC1	-1.3	i	i
O=c1c(-c2ccccc2)c(-c2ccccc2)oc2cc(O)cc(O)c12	-0.81	-5.8*	i

Next compounds follow:
molecule	Kir21 inh	KCNQ2 inh	CHT block
COc1ccc(-c2nc(N)nc(C(F)(F)F)c2-c2cscn2)c(O)c1	-1.6	i	i
COC(=O)CCCC1=CC2=CC(=O)C(C)(OC(=O)c3cccs3)C(=O)C2=CN1C1CC1 (configuration not stated)	-1.2	i	i
O=C(CSc1nc2ccccc2o1)N1CCCC1	-1.6	i	i
O=C(Nc1ccc(S(=O)(=O)N2CCOCC2)cc1)c1cccnc1	1.5	i	i
O=C(NCCCc1ccccc1)C1CC1	-0.02	i	i
CC(C)(C)C1CCc2onc(C(=O)Nc3cccc(O)c3)c2C1 (configuration not stated)	-1.3	i	i
COc1ccccc1Oc1coc2c(CN3CCN(C)CC3)c(O)ccc2c1=O	0.04	i	i
COc1ccc2c(Cn3cnc4cc([N+](=O)[O-])ccc4c3=O)cc(=O)oc2c1	0.23	i	i
CSc1nnc(-c2ccc(NC(=O)CCc3ccccc3)cc2)n1C	1.9	i	i
O=C(CSc1ccccc1)NCc1cccnc1	-0.11	i	i

More structures.
molecule	Kir21 inh	KCNQ2 inh	CHT block
COc1ccc(CNC(=O)CSc2cc(=O)n(C)c3ccccc23)cc1	-0.61	i	i
COc1ccc(-c2cc3nc(C)cc(-c4ccc(OC)cc4)n3n2)cc1	-0.19	i	i
CCOc1ccc(C(=O)Nc2cccc(-c3nc4cccnc4o3)c2)cc1Cl	-0.4	-10*	i
COc1ccc2[nH]c3nc(SCC(=O)Nc4cccc(NC(C)=O)c4)nnc3c2c1	1.5	i	i
COCCCN(CC(=O)Nc1ccc(N2CCOCC2)cc1)S(=O)(=O)c1ccc(C)cc1	2.2	i	i
CCc1ccc(/C=N/NC(=O)c2cc(-c3cccc([N+](=O)[O-])c3)n[nH]2)cc1	0.05	i	i
C=C1CCN([C@@H](CC(C)C)C(=O)O)S(=O)(=O)c2ccccc21	0.02	i	i
CCC(C)Nc1nc2c(c(=O)n(C)c(=O)n2C)n1Cc1ccc(Cl)cc1 (configuration not stated)	1.4	i	i
CC(C)n1nc(C(=O)OCn2nnc3ccccc3c2=O)c2ccccc2c1=O	0.22	i	i
O=C(Cn1nc(C(=O)O)c2ccccc2c1=O)c1cc(F)ccc1F	0.07	i	i
O=C(O)CCCNS(=O)(=O)c1ccc(F)cc1	0.05	i	i
COc1ccc(-n2nc(C(=O)NCC(=O)NCC3COc4ccccc4O3)c3ccccc3c2=O)cc1 (configuration not stated)	0.67	i	i
Cc1cc(NC(=O)c2ccc(N3CCCC3)c([N+](=O)[O-])c2)no1	0.25	i	i

No enrichment for hits, and some 2.6% of all compounds hit somewhere here.
